Compound activity (PubChem BioAssay)
E coli growth = reduces bacterial viability in AddAB counter-screen. E. coli V3065 growth, OD600 absorbance, 18 h. inhibition, % at 11.9 µM. 330,000 compounds, 0.27% hits;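 active means inhibition above the campaign's mean inhibition across all tested compounds plus 3 SD, cut at about 9.9% in these data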;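 further: uninfected addAB+ strain grown without phage in ampicillin broth; 0% = DMSO wells and 100% = ciprofloxacin 0.95 µg/ml wells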
DAGLB inhibitor = diacylglycerol lipase beta (human) inhibition; HEK293T DAGLB membrane lysate, EnzChek fluorogenic substrate; AID 504411; 340,000 compounds, 0.059% hits; inhibition, % at 5.17 µM; Q8NCG7; in the data active means inhibition above about 34%;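 further: 0% = enzyme with vehicle and 100% = wells lacking enzyme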
Target sequence (Q8NCG7 whole entry, looked up): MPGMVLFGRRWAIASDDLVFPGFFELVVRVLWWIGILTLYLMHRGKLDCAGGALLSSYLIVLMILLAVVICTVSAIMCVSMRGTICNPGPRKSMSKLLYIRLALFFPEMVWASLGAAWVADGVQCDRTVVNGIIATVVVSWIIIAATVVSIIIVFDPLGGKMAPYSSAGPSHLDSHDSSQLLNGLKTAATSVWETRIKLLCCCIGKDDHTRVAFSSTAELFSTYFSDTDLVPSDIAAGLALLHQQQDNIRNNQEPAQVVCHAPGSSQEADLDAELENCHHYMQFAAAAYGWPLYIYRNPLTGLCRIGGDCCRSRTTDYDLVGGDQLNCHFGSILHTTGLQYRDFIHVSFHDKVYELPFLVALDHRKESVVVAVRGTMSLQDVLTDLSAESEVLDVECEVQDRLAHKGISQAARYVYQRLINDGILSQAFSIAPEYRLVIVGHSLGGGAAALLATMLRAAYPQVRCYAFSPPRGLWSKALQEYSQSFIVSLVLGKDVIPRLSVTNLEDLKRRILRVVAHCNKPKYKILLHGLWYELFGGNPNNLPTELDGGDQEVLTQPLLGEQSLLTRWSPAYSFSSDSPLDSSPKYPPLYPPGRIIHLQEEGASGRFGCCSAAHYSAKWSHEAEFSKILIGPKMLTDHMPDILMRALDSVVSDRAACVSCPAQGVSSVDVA
Wnt act = activates Wnt/beta-catenin signaling in a reporter cell assay; activator, plate reader; activation, % at 9.35 µM; 300,000 compounds, 1.2% hits; AID 743398; in the data active means activation above about 30%, passing the limit was not always enough;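 further: 0% = neutral control wells and 100% = positive control wells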
Tat transport = E. coli Tat transport inhibition; E. coli MC4100 TorA-mCherry Tat export, fluorescence; inhibition, % at 10 µM; 340,000 compounds, 0.036% hits;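 active means mean replicate inhibition at least 50% and at least half of replicates individually reaching 50%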;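 further: exported cargo escapes ClpAP degradation while cytoplasmic cargo is degraded and loses fluorescence; 0% = median of neutral control wells and 100% = median of NaSCN control wells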
PvdQ acylase = P. aeruginosa PvdQ acylase inhibition; 340,000 compounds, 0.063% hits; AID 488965; purified PvdQ acylase, fluorescence plate reader; inhibition, % at 10 µM; in the data active means inhibition above about 30%, passing the limit was not always enough;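 further: 0% = vehicle neutral wells and 100% = reference inhibitor wells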
PfHsp90 yeast 2 = inhibits growth of yeast expressing Plasmodium falciparum Hsp90; 310,000 compounds, 0.32% hits; AID 504621; S. cerevisiae expressing PfHsp90, BacTiter-Glo ATP, 48 h; yeast lacking PDR1 and PDR3 efflux regulators; inhibition, % at 9.4 µM;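 active means every replicate shows inhibition above about 80%, whatever the replicate mean, limit read from the data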;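 further: 0% = DMSO neutral controls and 100% = 20 µM radicicol positive controls; yeast relying on Plasmodium falciparum Hsp90 in place of its own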
CAL PDZ FP = human CAL PDZ-peptide interaction inhibition; Q9HD26; purified CAL PDZ, TMR-peptide fluorescence polarization, 1 h; inhibition, % at 20 µM; 330,000 compounds, 0.02% hits;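 active means highest replicate inhibition of at least 40%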;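 further: plate controls were DMSO neutral control wells for no effect and unlabeled competitor peptide control wells for full effect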
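Material – purified CerCALP PDZ construct · Detection – FP readout, S and P plane fluorescence · Measure – percent inhibition from loss of millipolarization · Controls – unlabelled peptide for full inhibition, DMSO wells as neutral · Probe or stimulus – TMR-labelled reporter peptide T*-PRC34 bound in PDZ groove · Times – 1 h at RT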
AddAB inh = less growth of phage-infected E. coli with AddAB. E. coli expressing H. pylori AddAB, absorbance growth. inhibition, % at 11.9 µM. 330,000 compounds, 0.29% hits. AID 435030; in the data active means inhibition above about 12%;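 further: 0% = vehicle wells of infected cells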
phage Ecoli inh = E. coli growth loss with phage present; inhibition, % at 11.9 µM; growth absorbance; AID 651602; 360,000 compounds, 0.26% hits; in the data active means inhibition above about 11%
Rtt109 Vps75 = C. albicans Rtt109 histone acetyltransferase inhibition | Q5AAJ8 | purified Rtt109/Vps75, ThioGlo CoA-SH fluorescence, 4 h | inhibition, % at 34.9 µM | 330,000 compounds, 0.16% hits | AID 540336;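 active means inhibition of at least 50% in every replicate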
Target sequence (Q5AAJ8 whole entry, looked up): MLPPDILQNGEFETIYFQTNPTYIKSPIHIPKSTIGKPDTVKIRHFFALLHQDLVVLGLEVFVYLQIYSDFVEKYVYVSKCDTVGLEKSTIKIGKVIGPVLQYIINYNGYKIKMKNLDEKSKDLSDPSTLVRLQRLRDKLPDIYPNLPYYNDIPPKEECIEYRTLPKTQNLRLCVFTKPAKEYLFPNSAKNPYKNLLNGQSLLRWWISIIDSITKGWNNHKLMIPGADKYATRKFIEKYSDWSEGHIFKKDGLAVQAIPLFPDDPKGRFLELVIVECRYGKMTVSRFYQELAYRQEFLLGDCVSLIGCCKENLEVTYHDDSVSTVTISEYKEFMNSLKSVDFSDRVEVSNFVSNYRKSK
An asterisk follows results filed as active; . = no result given. No enrichment for hits, and some 1.9% of all compounds hit somewhere here.

SMILES	E coli growth	DAGLB inhibitor	Wnt act	Tat transport	PvdQ acylase	PfHsp90 yeast 2	CAL PDZ FP	AddAB inh	phage Ecoli inh	Rtt109 Vps75
CCOC(=O)Cc1csc(NC(NC(=O)OCC)(C(=O)OCC)C(F)(F)F)n1 (stereo unspecified)	-1.5	-2	.	4	0	15	-4.2	-1.2	0.3	-7
COc1ccc(OC)c(C2C=C(c3ccc(C)c(C)c3)Nc3nnnn32)c1 (stereo unspecified)	0.8	-1	.	-4	-1	-4	0.1	2.7	1.0	1
Cc1ccc(S(=O)(=O)NCC(=O)N2CCN(c3ccc(F)cc3)CC2)cc1	-1.2	-2	-1	-7	-4	6	-1.5	2.1	-4.0	-3
Cc1ccc(-n2nc3c(c2NC(=O)C(C)(C)C)CSC3)c(C)c1	2.4	2	.	-5	10	9	0.1	1.4	-0.2	2
O=C(NC1(C(F)(F)F)N=C2SCCN2C1=O)c1ccco1 (stereo unspecified)	2.9	1	.	-7	-3	9	0.0	2.2	3.4	-44
O=C(c1ccccn1)N1CCCC(N2CCN(Cc3ccc4c(c3)OCO4)CC2)C1 (stereo unspecified)	1.0	-4	1	-4	-2	16	-0.1	0.6	-2.2	-4
O=C(C[C@@H]1C/C=C\C[C@H](Cc2ccc(F)cc2)C(=O)OC[C@H]2CCCN2C1=O)N[C@H](CO)Cc1ccccc1	1.6	-2	-3	1	-15	-1	-1.3	1.7	-1.8	-2
O=C1CCN=C(Nc2ccc(F)cc2)N1Cc1ccccc1	-2.7	-2	2	3	-13	.	-1.7	2.4	1.8	2
NCCCN1CCOCC1	0.0	4	.	-5	-9	.	-1.3	2.4	0.2	0
COc1cccc(NC(=O)c2ccnc(N3CCC(C(=O)NCc4ccccc4OC)CC3)c2)c1	-2.6	-2	11	5	-3	4	-1.2	0.9	5.1	-18
COc1cc2[nH]c3c(Cl)ncnc3c2cc1OC	1.0	-2	-4	-7	-4	20	-2.4	1.4	3.4	-9
COc1ccc(CCN(C)C(=O)c2cccc(S(=O)(=O)N3CCN(c4ccc(F)cc4)CC3)c2)cc1OC	.	-2	-5	5	-12	8	0.6	.	0.6	-5
C=CCn1c(-c2ccc(F)cc2)n[nH]c1=S	-0.7	-1	-1	5	-8	1	1.1	0.4	1.4	4
COc1ccc2c(c1)C(=O)CC(c1ccc3c(c1)OCCO3)O2 (stereo unspecified)	0.5	-14	9	6	13	-5	.	0.7	-0.2	0
O=C(CCNC(=O)c1ccccc1)NNC(=O)c1ccc(F)cc1	1.4	-4	0	-9	4	18	0.3	0.8	-2.8	8
Nc1c(C(=O)c2ccc(F)cc2)oc2ccccc12	-0.4	-2	.	-12	4	-8	-0.1	0.6	0.6	-7
CC(=O)OC1OCCOC1NC(=S)Nc1ccc(C)cc1 (stereo unspecified)	-1.4	1	-1	-6	-10	-9	-0.2	1.0	2.0	.
CC(OC(=O)CSc1ccc(F)cc1)C(=O)NC1(C#N)CCCCC1 (stereo unspecified)	1.6	0	3	-1	-13	13	0.3	4.8	4.9	-21
N#CCc1ccc(Oc2ccc([N+](=O)[O-])cn2)cc1	0.1	-2	-1	-1	-5	18	0.2	0.1	3.2	0
Cc1cccc2cc(C(c3nnnn3Cc3ccccc3)N3CCN(c4ccccc4)CC3)c(=O)[nH]c12 (stereo unspecified)	-0.5	-4	-7	-2	0	1	-0.6	2.2	1.9	-11
O=C(O)c1cc(-c2cccs2)nc2cc3c(cc12)OCCO3	0.3	0	6	-1	-7	14	-0.6	1.4	2.1	-404
COc1ccccc1NC(=O)Nc1nnc(CC(=O)Nc2ccccc2)s1	0.4	.	-2	.	.	.	.	1.4	4.0	.
CNc1ccc(C=C2C=Cc3ccccc32)cc1	.	3	12	8	-2	.	0.6	.	2.2	-4
CCc1cccc(NS(=O)(=O)c2csc(C(N)=O)c2)c1	-1.7	2	-2	15	-13	12	-1.4	-0.5	2.0	8
COc1ccc(Oc2ccc3c(C(F)(F)F)cc(C(F)(F)F)nc3n2)cc1	0.8	0	-5	21	-2	-13	-3.5	0.0	1.6	8

As entered above.
COc1ccc(Oc2ccc3c(C(F)(F)F)cc(C(F)(F)F)nc3n2)cc1 | CAL PDZ FP: -3.5
NCCCN1CCOCC1 | Rtt109 Vps75: 0

Full records, looked up by structure.
Cc1ccc(-n2nc3c(c2NC(=O)C(C)(C)C)CSC3)c(C)c1 is listed as E coli growth: 2.4; DAGLB inhibitor: 2; Wnt act: .; Tat transport: -5; PvdQ acylase: 10; PfHsp90 yeast 2: 9; CAL PDZ FP: 0.1; AddAB inh: 1.4; phage Ecoli inh: -0.2; Rtt109 Vps75: 2
COc1ccccc1NC(=O)Nc1nnc(CC(=O)Nc2ccccc2)s1 is listed as E coli growth: 0.4; DAGLB inhibitor: .; Wnt act: -2; Tat transport: .; PvdQ acylase: .; PfHsp90 yeast 2: .; CAL PDZ FP: .; AddAB inh: 1.4; phage Ecoli inh: 4.0; Rtt109 Vps75: .

Carrying on:
SMILES	E coli growth	DAGLB inhibitor	Wnt act	Tat transport	PvdQ acylase	PfHsp90 yeast 2	CAL PDZ FP	AddAB inh	phage Ecoli inh	Rtt109 Vps75
Cc1ccc(S(=O)(=O)N2CCN(C(=O)Cn3c(=O)oc4ccccc43)CC2)cc1	-1.4	2	22	-11	-13	-16	-0.5	-1.5	2.1	6
N/C(=N\OC(=O)COc1ccc2ccccc2c1Br)c1cccnc1	0.7	.	3	.	.	.	.	3.3	4.4	.
N/C(=N\c1nc2ccccc2o1)NC(=O)c1ccccc1	-1.1	-7	.	4	-11	-56	-3.2	-0.8	0.3	-9
O=C(CCn1cccc1)Nc1cc(F)ccc1F	-0.7	-2	.	-2	3	0	0.2	3.2	1.6	-6
CCN1CCN(c2nc3c(c(=O)[nH]c(=O)n3C)n2Cc2ccccc2)CC1	.	-2	-2	-3	7	11	-0.3	.	1.5	.
CC(=O)N/C(=C/c1ccc2c(c1)OCO2)C(=O)NCCO	0.1	-3	2	-7	4	6	0.0	-1.6	2.3	5
COc1cc(-c2cc(C(=O)O)c3c(OC)c(OC)c(OC)cc3n2)ccc1O	-1.7	-2	-2	3	-10	-11	0.5	3.6	1.8	3
CC(C)Cc1nc2oc3c(N4CCN(CCO)CC4)ncnc3c2c2c1CCCC2	-0.7	0	.	-2	-10	-25	-10	-0.7	-1.5	2
Nn1cnnc1N/N=C/c1ccccc1C(F)(F)F	2.4	-2	0	-9	-5	-7	-1.0	5.8	0.6	-3
CCOC(=O)c1ccc(NS(=O)(=O)c2c(N)n(C)c(=O)n(C)c2=O)cc1	-0.8	-1	-1	-5	-12	4	-0.6	2.4	3.0	-3
c1ccc2c(Nc3nncs3)c3ccccc3nc2c1	4.8	6	11	-2	-12	11	3.0	3.8	4.8	-20
Cn1cc(SCC(=O)NCCc2ccccc2)c2ccccc21	-0.4	-3	-1	-3	-6	6	-1.0	0.2	3.1	-8
C=CCSc1nnc(-c2ccccc2NC(C)=O)c(=O)[nH]1	-1.6	-1	-1	6	-17	9	0.3	1.8	0.1	-5
Cc1nc2c(cc1C#N)C(=O)c1ccccc1-2	-2.6	0	.	-2	-6	3	-1.0	0.3	4.2	0
Cc1ccc(S(=O)(=O)N/N=C/c2cccs2)cc1	0.4	0	-7	4	-5	14	-2.2	-1.6	4.0	0
Cc1cc(OCC(=O)NNC(=S)NC(=O)c2cccs2)ccc1Cl	.	5	-1	-10	-7	-28	-1.9	.	-2.0	-4
COc1ccc(S(=O)(=O)N(C)C[C@H]2Oc3ccc(NC(=O)Cn4cnnn4)cc3C(=O)N([C@H](C)CO)C[C@@H]2C)cc1	-0.7	-1	-1	-1	-12	12	-1.1	2.9	2.9	0
Cc1ccccc1-c1ccccc1CN1[C@@H](C(C)C)COCCS1(=O)=O	0.4	-6	-1	15	-24	-15	-1.7	-0.2	-1.8	-10
CCOC(=O)c1ccccc1NC(=O)COC(=O)CCNS(=O)(=O)c1ccccc1	-0.2	1	-2	5	-11	-14	-2.8	1.5	0.2	6
Cc1ccc(S(=O)(=O)N2CCN(C(=O)c3c(-c4ccccc4)noc3C)CC2)c(C)c1	-0.4	-1	0	-5	-13	-30	-1.2	3.8	4.4	3
Cc1ccc(/C=N/NC(=O)CNC(=O)COc2ccccc2)cc1	0.9	5	-1	-2	-5	25	-2.0	1.7	3.6	0
Cc1ccc(C)c(S(=O)(=O)c2c(N)n(/N=C/c3ccco3)c3nc4ccccc4nc23)c1	-0.1	-7	-8	-5	-15	6	-3.6	0.1	4.2	-13
Cc1cc(NC(=O)c2ccc3c(c2)C(=O)N(CC(C)C)C3=O)no1	1.4	0	5	-6	0	7	-0.5	-0.1	-2.1	-7
Cc1nc2ccccc2c(=O)n1-c1ccc(F)c(NC(=O)c2cccs2)c1	-0.2	0	3	2	5	.	-3.0	0.1	1.9	49
O=C(Nc1nnc(SCc2ccc(F)cc2)s1)C1=COCCO1	0.9	0	-4	6	-9	-2	0.3	0.4	-1.1	-7

Three of the entries above in order of their number in DAGLB inhibitor, smallest number first.
molecule | DAGLB inhibitor | Wnt act | Tat transport | PvdQ acylase | PfHsp90 yeast 2 | CAL PDZ FP | AddAB inh | phage Ecoli inh | Rtt109 Vps75
Cc1ccc(C)c(S(=O)(=O)c2c(N)n(/N=C/c3ccco3)c3nc4ccccc4nc23)c1 | -7 | -8 | -5 | -15 | 6 | -3.6 | 0.1 | 4.2 | -13
O=C(CCn1cccc1)Nc1cc(F)ccc1F | -2 | . | -2 | 3 | 0 | 0.2 | 3.2 | 1.6 | -6
Cc1ccc(S(=O)(=O)N2CCN(C(=O)c3c(-c4ccccc4)noc3C)CC2)c(C)c1 | -1 | 0 | -5 | -13 | -30 | -1.2 | 3.8 | 4.4 | 3

Remaining list, next part
SMILES	E coli growth	DAGLB inhibitor	Wnt act	Tat transport	PvdQ acylase	PfHsp90 yeast 2	CAL PDZ FP	AddAB inh	phage Ecoli inh	Rtt109 Vps75
CC(=O)c1cccc(NC(=O)c2cc(=O)[nH]c3ccc(S(=O)(=O)N4CCOCC4)cc23)c1	1.2	5	-3	2	-8	8	-0.9	1.6	0.2	1
C#CCOCCOCCOCCNc1nc(N2CCN(C(=O)CCCCCCCCCCNC(=O)[C@H]([C@@H](C)CC)n3cc(CCCCCN)nn3)CC2)nc(N2CCN(C(=O)CCCCCCCCCCNC(=O)[C@H]([C@@H](C)CC)n3cc(CCCCN=C(N)N)nn3)CC2)n1	5.3	-4	.	3	10	21	-1.2	1.8	.	9
Cc1sc2nc(CSc3n[nH]c(N)n3)[nH]c(=O)c2c1C	-0.2	.	0	-1	-7	-15	-0.9	2.6	5.0	1
CCOC(=O)c1ccccc1NC1CC(=O)N(c2ccccc2C)C1=O (stereo unspecified)	-3.3	-2	-6	-7	-6	0	-2.0	2.4	3.3	-9
CCN(Cc1ccccc1)C(=O)c1ccc(CS(=O)c2ccccc2C)o1 (stereo unspecified)	-0.2	2	-2	6	-16	8	-2.1	2.7	2.4	-28
Cn1cc(Cl)c(/C=C(\C#N)S(=O)(=O)c2ccccc2)n1	1.0	0	9	0	-5	2	-0.4	-1.4	2.7	-2
O=C(Nc1ccc(-c2nc3ccccc3s2)cc1)c1cc(-n2cnnc2)ccc1Cl	-4.2	2	4	-5	10	4	-3.8	-0.4	3.1	.
COc1cc(C#N)ccc1OCC(=O)NCCC1=CCCCC1	-0.2	-1	1	0	-3	-13	-0.3	1.6	1.1	-7
